From PubChem BioAssay
PfM18AAP inh – PfM18AAP inhibitors, malaria aminopeptidase, primary screen, biochemical, QFRET, recombinant enzyme; actives 1.2% (n = 290,000); H-Glu-NHMec fluorogenic cleavage; AID 1822, 2009; inhibition, % at 7.35 µM;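 active = inhibition above the campaign mean inhibition over all tested compounds plus 3 SD, cut at about 28% in these data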;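 note: 0% = plate median of test compound wells and 100% = 2 mM ZnCl2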
NALP1 inh – NALP1 inflammasome inhibitors in reconstituted yeast, colorimetric, S. cerevisiae, triplicate retest; actives 0.61% (n = 280,000); inhibition, % at 10 µM; AID 2071, 2009; S. cerevisiae NALP1/ASC/caspase-1 growth, X-gal OD620, 72 h; in the data active = inhibition mostly above about 24%, no sharp cut-off; inactive = mostly below about 32%; note: some compounds called inactive have numbers as strong as hits
GPR7 antagonist – GPR7 receptor antagonists, primary screen, cell-based, fluorescence, single concentration | Neuropeptides B/W receptor type 1 (Homo sapiens), P48145 | GPR7-expressing cells, fluorescence antagonist assay | inhibition, % at 4.4 µM | actives 1.1% (n = 290,000) | AID 1861, 2009; in the data active = inhibition above about 16%, passing the limit was not always enough;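 note: cells stimulated with the agonist NPW; 0% = agonist with vehicle and 100% = vehicle without agonist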
Target sequence (P48145 whole entry, looked up): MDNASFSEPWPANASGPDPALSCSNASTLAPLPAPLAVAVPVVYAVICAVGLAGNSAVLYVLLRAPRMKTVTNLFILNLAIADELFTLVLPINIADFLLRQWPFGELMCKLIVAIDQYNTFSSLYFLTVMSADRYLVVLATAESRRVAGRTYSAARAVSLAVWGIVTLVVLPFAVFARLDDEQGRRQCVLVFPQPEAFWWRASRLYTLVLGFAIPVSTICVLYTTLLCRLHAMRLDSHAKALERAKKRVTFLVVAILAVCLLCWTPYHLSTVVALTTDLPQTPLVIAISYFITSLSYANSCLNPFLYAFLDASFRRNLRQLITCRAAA
OXTR potentiator – human OXTR potentiators, primary screen, fluorescence, CHO-OTR cells, Fluo-8 calcium; Oxytocin receptor (Homo sapiens), P30559; Fluo-8 calcium fluorescence, potentiator mode; 0% = oxytocin EC15, 100% = EC100; activation, % at 3 µM; actives 0.061% (n = 320,000); AID 2445, 2010;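 active = activation above that plate's cutoff, the mean activation of tested compounds plus 3 SD, cut at about 6.6% in these data, passing the limit was not always enough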;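 note: 100% uses oxytocin at 75 nM as the full agonist control; some results filed as inactive read as strong as hits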
Target sequence (P30559 whole entry, looked up): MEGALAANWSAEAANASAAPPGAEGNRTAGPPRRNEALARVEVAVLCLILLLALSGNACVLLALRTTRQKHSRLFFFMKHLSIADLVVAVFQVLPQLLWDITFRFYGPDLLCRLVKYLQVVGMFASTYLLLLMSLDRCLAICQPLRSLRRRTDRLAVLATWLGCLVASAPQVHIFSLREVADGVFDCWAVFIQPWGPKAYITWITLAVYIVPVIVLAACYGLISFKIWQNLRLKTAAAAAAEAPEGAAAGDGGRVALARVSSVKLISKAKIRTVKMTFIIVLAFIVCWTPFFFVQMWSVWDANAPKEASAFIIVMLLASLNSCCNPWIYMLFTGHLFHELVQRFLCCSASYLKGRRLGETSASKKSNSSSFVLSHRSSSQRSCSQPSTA
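test system = CHO-OTR cells, human receptor | compound = single-point 3.0 µM | schedule = 6 min compound pre-incubation at room temperature, 100 s kinetic read | signal = Fluo-8 no-wash calcium dye fluorescence, excitation 470-495 nm, emission 515-575 nm | repeats = single well per compound, singlicate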
V1R ag counter – agonists of human V1a receptor, primary screen, counter-screen for OXTR agonist project, fluorescence, CHO-V1R cells; Fluo-8 calcium fluorescence, agonist mode; 0% DMSO, 100% 3 nM vasopressin; activation, % at 3 µM; actives 0.25% (n = 320,000); AID 2797, 2010;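 active = activation above the mean activation of all tested compounds plus 3 SD, per screening run, cut at about 20% in these data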;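 note: signal is peak over basal fluorescence ratio across a 100 second FLIPR read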
GalR3 antag – GalR3 antagonists in HEK293 cells, primary screen, cell-based, fluorescence readout | actives 0.44% (n = 360,000) | inhibition, % at 3 µM | Galanin receptor type 3 (Homo sapiens), O60755 | HEK293 GalR3-CNG cAMP membrane potential fluorescence; galR3 body fused to GalR1 C-terminus;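 active = inhibition above the screen-wide average plus 3 SD, cut at about 13% in these data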;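 note: forskolin and galanin both at EC90 stimulate the cells; cAMP rise reported by CNG channel membrane potential dye signal; 0% = forskolin plus galanin with DMSO and 100% = forskolin alone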
Target sequence (O60755 1-299 limits assumed): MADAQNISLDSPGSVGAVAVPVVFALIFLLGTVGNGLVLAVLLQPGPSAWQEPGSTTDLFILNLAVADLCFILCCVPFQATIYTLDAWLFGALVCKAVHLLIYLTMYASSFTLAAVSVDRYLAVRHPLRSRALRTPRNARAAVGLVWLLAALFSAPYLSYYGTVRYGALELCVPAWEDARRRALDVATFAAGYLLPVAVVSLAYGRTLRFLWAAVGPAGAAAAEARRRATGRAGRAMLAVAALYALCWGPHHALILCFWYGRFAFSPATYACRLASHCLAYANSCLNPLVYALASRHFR
OXTR agonist – human OXTR agonists, primary screen, fluorescence, CHO-OTR cells, Fluo-8 calcium; Oxytocin receptor (Homo sapiens), P30559; Fluo-8 calcium fluorescence; normalized: DMSO 0%, oxytocin 100%; activation, % at 3 µM; actives 0.32% (n = 320,000);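 active = activation above the mean of all tested compounds plus 3 SD, cutoff set per screening run, cut at about 20% in these data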;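 note: peak over basal fluorescence ratio from a 100 s FLIPR kinetic read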
MEKK2 mut-MEK5 – MEK5 binding signal on mutant MEKK2 PB1, primary screen, biochemical, multiplex bead flow cytometry, Alexa488-MEK5; Alexa488-MEK5 binding to MEKK2 mutant; percent response, % at 10 µM; actives 0.35% (n = 290,000); in the data active = percent response above about 24%, passing the limit was not always enough; note: inactives centre near 1; some results filed as inactive read as strong as hits; reference of the scale not given here
MEKK2 WT-MEK5 – modulators of MEK5 binding to wildtype MEKK2, primary screen, biochemical, multiplex bead flow cytometry, Alexa488-MEK5. Mitogen-activated protein kinase kinase kinase 2 (Homo sapiens), Q9Y2U5. Alexa488-MEK5 binding to MEKK2 WT; actives lie on both sides. binding response (% of control), % at 10 µM. actives 1.1% (n = 290,000). AID 1531, 2009; in the data active = binding response below about 67% or above about 130%
* hit, by the source's call; x = no result given.

SMILES	PfM18AAP inh	NALP1 inh	GPR7 antagonist	OXTR potentiator	V1R ag counter	GalR3 antag	OXTR agonist	MEKK2 mut-MEK5	MEKK2 WT-MEK5
COc1cccc(CNC(=O)Cn2ccc3cc(S(=O)(=O)N4CCC(C)CC4)ccc32)c1	-3	18	-10	-10	-0.8	-10	-1.7	-5	101
Nc1ccccc1CNc1nc(NCCO)nc2c1ncn2CCN1CCOCC1	x	x	x	-9	0.2	-1	0.9	7	92
CCCCNC(=S)N(C)/N=C/c1ccc2c(c1)OCO2	-3	17	0	-12	-0.9	-4	-1.3	0	103
Cc1ccc(C)c(NS(=O)(=O)c2cc(C(N)=O)ccc2C)c1	-7	14	14*	-1	-0.3	-9	0.4	6	105
COc1ccc(NC(=O)CSc2ncnc3[nH]ncc23)cc1	-12	12	-3	-2	-0.5	1	0.8	-21	88
C[C@H](CO)N1C[C@H](C)[C@@H](CN(C)C(=O)NC2CCCCC2)Oc2ccc(NC(=O)c3ccncc3)cc2C1=O	x	x	x	5	1.5	-2	0.7	x	x
CC(=O)c1c(C)oc2ccc(N(C(C)=O)S(=O)(=O)c3ccc(Cl)c([N+](=O)[O-])c3)cc12	7	24	-2	-12	0.5	-3	1.3	7	103
O=C(CCCOc1ccccc1)Nc1cccc([N+](=O)[O-])c1	3	7	7	-24	7.2	-4	8.0	-12	90
Cc1ccc(S(=O)(=O)N(CC(=O)NCc2ccccn2)c2ccc(Cl)cc2)cc1	-14	18	-3	-13	0.1	-1	-1.5	8	105
N#Cc1nc(-c2ccco2)oc1NCCN1CCOCC1	2	-6	-8	-4	0.4	-6	0.7	-2	94
CN(C)c1nc(OCCNC(=O)COc2ccccc2Cl)nc(N(C)C)n1	-1	-2	-7	-6	0.5	1	0.6	5	114
Cn1cc(CN2CCc3c([nH]c4ccccc34)C2C2CCCCC2)cn1 (stereo unspecified)	1	12	11	-7	0.3	-5	-1.3	-9	99
CCOc1ccc(CCN2C(=O)c3ccc(C(=O)O)cc3C2=O)cc1OCC	-8	4	13	-1	0.6	-9	0.4	5	101
Cc1cccc(N(C)C(=O)COc2cc(=O)n(C)c3ccccc23)c1	-10	29	64*	-3	0.1	-2	-1.1	3	102
CCOC(=O)c1ccc(NC(=O)c2cn(-c3ccccc3)nc2-c2ccncc2)cc1	-1	25	-5	-12	3.6	-2	0.8	2	115
NC(=O)CC(NC(=O)c1ccc(Br)cc1)c1ccc(NCc2ccc(F)c(F)c2)c([N+](=O)[O-])c1 (stereo unspecified)	x	x	x	-2	0.4	-4	-0.5	-11	95
O=C(Cn1ccc2ccccc2c1=O)NCCC(=O)N1CCCCC1	-9	17	-9	-3	-0.5	-7	0.1	-4	101
Cn1c(=O)oc2cc(S(=O)(=O)N3CCC(C(=O)NCc4ccccc4)CC3)ccc21	-1	7	-8	-5	1.1	x	-1.3	2	97
Cc1cccc(N2CCN(CC(=O)Nc3ccc(-n4cnnn4)cc3)CC2)c1C	-22	6	7	-5	1.2	-3	0.9	5	104
C#CCn1c(=NC(=O)CSCC(=O)N2CCOCC2)sc2ccccc21	-11	24	-11	1	1.3	-4	0.6	-1	96
Cn1nnc2cc(C(=O)NCc3ccco3)ccc21	4	14	-10	1	1.3	4	1.0	5	107
O=C(NCc1nnc2c(C(F)(F)F)cc(Cl)cn12)c1ccc2c(c1)OCO2	-9	8	-7	-10	-0.3	3	-0.4	1	104
Cc1noc(C)c1-c1nc(CSc2ccc(Cl)cc2)no1	-10	-4	-8	-4	-0.7	-2	-2.0	-3	98
Cc1csc(NC(C)c2nc3cc(C(F)(F)F)ccc3n2CCOCCO)n1 (stereo unspecified)	x	x	x	-3	0.0	-1	0.2	-2	100
CCCn1nnc(NC(=S)NC(=O)c2cccs2)n1	6	42	-8	-6	0.0	1	0.0	0	97
The listing continues.
SMILES	PfM18AAP inh	NALP1 inh	GPR7 antagonist	OXTR potentiator	V1R ag counter	GalR3 antag	OXTR agonist	MEKK2 mut-MEK5	MEKK2 WT-MEK5
O=C(CCn1cnnn1)Nc1ccccc1F	6	7	-15	-5	0.2	1	0.2	5	99
O=C(CSc1nc2cc(Cl)ccc2s1)Nc1cccc(S(=O)(=O)N2CCOCC2)c1	-2	25	-5	-8	3.6	-4	1.1	25	133
CCOC(=O)c1cc(-c2ccc([N+](=O)[O-])cc2)nc2c1c(=O)[nH]c(=O)n2Cc1ccccc1	1	20	-11	-10	0.7	-9	0.8	1	97
Cc1c(Cl)cccc1NC(=O)CCN1CCN(C)CC1	-3	3	-15	-14	-0.2	4	-0.6	12	107
CCOc1cc(C)c(Cl)cc1S(=O)(=O)n1cnc2ccccc21	-4	-20	-12	-3	0.6	-4	0.7	-13	74
COc1ccc(C(=O)NCC(c2ccccc2)N2CCCC2)cc1S(=O)(=O)N1CCOCC1 (stereo unspecified)	x	x	x	-3	-0.3	-5	-0.6	x	x
CC1CCc2nc3ccccc3c(C(=O)OCC(=O)N(C)C3CCS(=O)(=O)C3)c2C1 (stereo unspecified)	1	8	12	-2	-0.3	-1	-1.8	-1	96
Cc1ccc(-c2noc(C3CCCN(C(=O)c4ccccc4Br)C3)n2)o1 (stereo unspecified)	5	5	-3	-3	4.9	-5	2.4	4	98
O=c1[nH]c(C2CCN(S(=O)(=O)c3ccc(S(=O)(=O)NC4CC4)cc3)CC2)nc2c1nnn2Cc1ccccc1	-2	3	-13	2	0.0	0	1.2	-2	104
CCCCC1=CC2=CC(=O)C(C)(OC(=O)CC)C(=O)C2=CN1CCc1ccc(Br)cc1 (stereo unspecified)	x	-4	x	-15	-1.3	-5	-1.1	2	88
COc1ccccc1NC(=S)NC(=O)Cc1ccc(Cl)cc1	-4	-4	54*	-20	33*	-9	22*	4	102
Cc1c(Cl)c([N+](=O)[O-])nn1CCCC(=O)Nc1cccc(Cl)c1	-4	25	11	-16	1.7	1	1.2	0	105
Cn1nccc1NS(=O)(=O)c1ccc(F)cc1	1	13	-11	-12	1.1	-5	-1.1	-2	104
COCN(C#N)c1nc(OC)nc(OC)n1	-2	11	-2	-7	0.7	-4	0.4	5	101
Cc1noc(NS(=O)(=O)c2ccc(NC(=O)c3cc(=O)c4ccccc4o3)cc2)c1C	1	13	2	-2	-0.3	2	-0.7	2	102
COCCCNC(=O)c1cn(CC(C)C)c(=O)c2c1c1ccccc1n2C	2	3	-10	-14	0.1	-7	-1.4	5	117
COc1ccccc1NC(=O)CC1C(=O)Nc2c1c(=O)n(C)c(=O)n2C (stereo unspecified)	-1	2	-11	-3	0.5	0	0.2	-7	97
COc1ccc(OC)c(NC(=O)CSc2nc3ccccc3c3nc4ccccc4n23)c1	-3	36	-14	x	x	x	x	19	118
COc1ccc(CCNC(=O)C2CCN(S(=O)(=O)c3ccc(OC)c(OC)c3)CC2)cc1OC	3	31	-4	-1	2.5	-10	-1.3	-2	99
O=C(/C=C/c1cn(-c2ccccc2)nc1-c1cccnc1)N1CCCCC1	-7	-21	-1	-2	-0.6	-10	-0.8	-8	88
COc1cccc(-n2nnnc2SCC(=O)N2CCCc3ccccc32)c1	-1	16	-6	-10	2.5	-7	0.6	0	94
Cc1ccc(CC2CC(=O)N(c3ccc(C)cc3)C2=O)cc1 (stereo unspecified)	-6	-14	-7	4	-0.8	-4	0.1	-1	93
CN(C)S(=O)(=O)c1ccc(NC(=O)c2ccncc2)cc1	-5	4	13	-2	0.6	-4	0.0	-3	96

3 records drawn at random from the list so far:
SMILES	PfM18AAP inh	NALP1 inh	GPR7 antagonist	OXTR potentiator	V1R ag counter	GalR3 antag	OXTR agonist	MEKK2 mut-MEK5	MEKK2 WT-MEK5
CC(=O)c1c(C)oc2ccc(N(C(C)=O)S(=O)(=O)c3ccc(Cl)c([N+](=O)[O-])c3)cc12	7	24	-2	-12	0.5	-3	1.3	7	103
CN(C)S(=O)(=O)c1ccc(NC(=O)c2ccncc2)cc1	-5	4	13	-2	0.6	-4	0.0	-3	96
COc1cccc(CNC(=O)Cn2ccc3cc(S(=O)(=O)N4CCC(C)CC4)ccc32)c1	-3	18	-10	-10	-0.8	-10	-1.7	-5	101

Filtered by structure: the compounds so far with a Cl atom (ten)
SMILES	PfM18AAP inh	NALP1 inh	GPR7 antagonist	OXTR potentiator	V1R ag counter	GalR3 antag	OXTR agonist	MEKK2 mut-MEK5	MEKK2 WT-MEK5
CC(=O)c1c(C)oc2ccc(N(C(C)=O)S(=O)(=O)c3ccc(Cl)c([N+](=O)[O-])c3)cc12	7	24	-2	-12	0.5	-3	1.3	7	103
Cc1ccc(S(=O)(=O)N(CC(=O)NCc2ccccn2)c2ccc(Cl)cc2)cc1	-14	18	-3	-13	0.1	-1	-1.5	8	105
CN(C)c1nc(OCCNC(=O)COc2ccccc2Cl)nc(N(C)C)n1	-1	-2	-7	-6	0.5	1	0.6	5	114
O=C(NCc1nnc2c(C(F)(F)F)cc(Cl)cn12)c1ccc2c(c1)OCO2	-9	8	-7	-10	-0.3	3	-0.4	1	104
Cc1noc(C)c1-c1nc(CSc2ccc(Cl)cc2)no1	-10	-4	-8	-4	-0.7	-2	-2.0	-3	98
O=C(CSc1nc2cc(Cl)ccc2s1)Nc1cccc(S(=O)(=O)N2CCOCC2)c1	-2	25	-5	-8	3.6	-4	1.1	25	133
Cc1c(Cl)cccc1NC(=O)CCN1CCN(C)CC1	-3	3	-15	-14	-0.2	4	-0.6	12	107
CCOc1cc(C)c(Cl)cc1S(=O)(=O)n1cnc2ccccc21	-4	-20	-12	-3	0.6	-4	0.7	-13	74
COc1ccccc1NC(=S)NC(=O)Cc1ccc(Cl)cc1	-4	-4	54*	-20	33*	-9	22*	4	102
Cc1c(Cl)c([N+](=O)[O-])nn1CCCC(=O)Nc1cccc(Cl)c1	-4	25	11	-16	1.7	1	1.2	0	105
